NFkB SMM – binds human NF-kappa-B p105 on microarray; AID 624139; P19838; calls only; 1.3% of 17,000 active; Small molecule microarray, anti-His fluorescence binding;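 active = spot fluorescence over background significantly raised, with a chance value under 7% in all four replicate spots of the compound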;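 note: probe protein is his-tagged human p50 processed subunit at 1 µg/ml; raw spot fluorescence signals with no normalization applied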
Target sequence (P19838 1-433 limits assumed): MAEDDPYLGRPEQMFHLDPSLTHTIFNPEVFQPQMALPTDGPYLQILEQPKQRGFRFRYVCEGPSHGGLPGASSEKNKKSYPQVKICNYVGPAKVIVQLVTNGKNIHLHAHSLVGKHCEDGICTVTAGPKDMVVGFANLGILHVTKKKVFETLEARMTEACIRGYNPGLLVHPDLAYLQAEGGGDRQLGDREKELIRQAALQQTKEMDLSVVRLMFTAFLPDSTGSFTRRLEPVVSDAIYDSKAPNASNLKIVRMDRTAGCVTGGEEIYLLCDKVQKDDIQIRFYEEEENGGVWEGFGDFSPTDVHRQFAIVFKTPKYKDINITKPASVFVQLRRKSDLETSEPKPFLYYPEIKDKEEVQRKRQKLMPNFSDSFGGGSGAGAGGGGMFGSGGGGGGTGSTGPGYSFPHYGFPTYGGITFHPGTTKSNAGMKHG
Calls only; i = inactive. These rows are one share of the data; rates above refer to the full screens.

SMILES | NFkB SMM
COc1ccc(S(=O)(=O)N(C)C[C@@H]2Oc3ccc(NS(=O)(=O)c4cn(C)cn4)cc3CC(=O)N([C@H](C)CO)C[C@H]2C)cc1 | i
Cc1cc(C(=O)Nc2cccc3c2O[C@@H](CN(C)C(=O)Nc2ccc(F)cc2)[C@H](C)CN([C@@H](C)CO)C3=O)n(C)n1 | i
C[C@@H]1CN([C@H](C)CO)C(=O)c2cccc(NS(=O)(=O)c3cccs3)c2O[C@@H]1CN(C)C(=O)Nc1ccc(C(F)(F)F)cc1 | i
CCC(=O)c1cn(CC(=O)O)c2ccccc12 | i
COc1ccc(Cl)cc1NC(=O)CCN1C(=O)C2C3C=CC(C4CC34)C2C1=O (configuration not stated) | i
C[C@@H]1CN([C@@H](C)CO)C(=O)Cc2cc(N(C)C)ccc2O[C@H]1CN(C)Cc1ccc(C(F)(F)F)cc1 | i
C[C@@H]1CCCCO[C@H](CN(C)Cc2ccc3c(c2)OCO3)[C@@H](C)CN([C@H](C)CO)C(=O)c2cc(NS(=O)(=O)c3ccccc3)ccc2O1 | i
C[C@@H]1CN([C@@H](C)CO)C(=O)c2cc(NC(=O)Nc3ccc(F)cc3)ccc2O[C@@H]1CN(C)Cc1ccc2c(c1)OCO2 | i
COc1ccc(NC(=O)CSc2ncccn2)cc1Cl | i
CN(C)Cc1c(O)ccc2occ(C(O)c3ccccc3)c12 (configuration not stated) | i
COc1cc([C@@H]2c3cc4c(cc3C(O[C@@H]3O[C@@H]5CO[C@@H](c6cccs6)OC5[C@H](O)[C@H]3O)C3COC(=O)[C@@H]32)OCO4)cc(OC)c1O (some centres not stated) | i
C[C@H]1CN([C@@H](C)CO)C(=O)c2cc(NC(=O)Nc3ccc(F)cc3)ccc2O[C@@H]1CN(C)CC1CC1 | i
C[C@H](CO)N1C[C@H](C)[C@H](CN(C)C(=O)Nc2ccccc2)Oc2ccc(N(C)C)cc2CC1=O | i
Cc1c(Nc2ncnc3c2cnn3-c2ccccc2)c(=O)n(-c2ccccc2)n1C | i
COCCOC(=O)N1C(=O)[C@@]2(c3cc(C#CC4=CCCCC4)ccc31)[C@H](C(N)=O)[C@H]1C(=O)O[C@H](c3ccccc3)[C@H](c3ccccc3)N1[C@@H]2c1ccccc1OCCO | i
CC(C)NC(=O)Nc1ccc2c(c1)C(=O)N([C@H](C)CO)C[C@@H](C)[C@@H](CN(C)Cc1ccccc1)OCCCC[C@H](C)O2 | i
CC(C)NC(=O)N(C)C[C@H]1Oc2ccc(NC(=O)CCN3CCOCC3)cc2C(=O)N([C@@H](C)CO)C[C@@H]1C | i
C[C@@H]1O[C@@H](O[C@@H]2[C@@H](O)[C@H](O[C@@H]3[C@@H](O)[C@@H](O)[C@H](O[C@H]4[C@H](OC(=O)[C@]56CCC(C)(C)C[C@H]5C5=CCC7[C@@]8(C)C[C@H](O)[C@H](O[C@@H]9O[C@H](C(=O)O)[C@@H](O)[C@H](O)[C@H]9O)[C@@](C)(CO)C8[C@H](O)C[C@@]7(C)[C@]5(C)C[C@H]6O)O[C@@H](CO)[C@@H]4O)O[C@H]3C)OC[C@H]2O)[C@H](O)[C@H](O)[C@H]1O (some centres not stated) | i
Clc1ccccc1-c1nnc(SCc2nc3ccccc3[nH]2)n1-c1ccccc1 | i
CCOC(=O)CSc1nnc(-c2ccccc2)n1-c1cccc(C)c1 | i
COc1ccc(CN(C)C[C@@H]2Oc3ccc(NC(=O)CCC(F)(F)F)cc3C(=O)N([C@H](C)CO)C[C@H]2C)cc1 | i
C[C@@H]1CN([C@H](C)CO)C(=O)c2cc(NC(=O)c3ccncc3)ccc2O[C@@H](C)CCCCO[C@H]1CN(C)S(=O)(=O)c1cn(C)cn1 | i
C[C@H](CO)N1C[C@H](C)[C@@H](CN(C)S(=O)(=O)c2ccccc2C#N)OCc2cn(nn2)CCCC1=O | i
COc1ccc(S(=O)(=O)N(C)C[C@H]2Oc3ccc(NS(=O)(=O)c4cn(C)cn4)cc3CC(=O)N([C@@H](C)CO)C[C@H]2C)cc1 | i
CC(C)(C)C(=O)COc1cccc(NC(=O)c2ccc([N+](=O)[O-])cc2)c1 | i

Carrying on:
SMILES | NFkB SMM
COC(=O)[C@H]1N=C(c2ccc(OCCCO)cc2)O[C@H]1c1ccccc1N=[N+]=[N-] | i
C[C@@H]1CN([C@@H](C)CO)C(=O)c2cc(NS(C)(=O)=O)ccc2O[C@@H](C)CCCCO[C@H]1CN(C)C(=O)NC1CCCCC1 | i
Cc1noc(C)c1NC(=O)N(C)C[C@H]1Oc2c(NC(=O)c3ccc(-c4nccs4)cc3)cccc2C(=O)N([C@@H](C)CO)C[C@@H]1C | i
CCOc1ccccc1NC(=O)c1ccsc1NC(=O)c1ccoc1C | i
CC(C)c1ccc(NC(=O)CSc2n[nH]c(-c3ccc(Cl)cc3)n2)cc1 | i
CC(C)NC(=O)Nc1ccc2c(c1)C(=O)N([C@H](C)CO)C[C@@H](C)[C@H](CN(C)C(=O)Nc1cccc3ccccc13)OCCCC[C@H](C)O2 | i
OCCN1CCN(CC/C=C2/c3ccccc3Sc3ccc(Cl)cc32)CC1 | i
C[C@@H]1CCCCO[C@@H](CN(C)Cc2ccccc2)[C@@H](C)CN([C@@H](C)CO)C(=O)c2cc(NC(=O)CCC(F)(F)F)ccc2O1 | i
C[C@@H]1CN([C@@H](C)CO)C(=O)CCCn2nncc2CO[C@@H]1CN(C)C(=O)Nc1ccc(-c2cccs2)cc1 | i
CC(=O)c1ccc(N2CCOCC2)cc1O | i
Cc1noc(C)c1NC(=O)N(C)C[C@@H]1Oc2ccc(NC(=O)Nc3ccc4c(c3)OCO4)cc2CC(=O)N([C@@H](C)CO)C[C@@H]1C | i
COc1ccc(S(=O)(=O)N(C)C[C@@H]2Oc3ccc(NC(=O)Nc4ccc(C(F)(F)F)cc4)cc3C(=O)N([C@@H](C)CO)C[C@@H]2C)cc1 | i
Cc1noc(C)c1NC(=O)N(C)C[C@@H]1Oc2c(NC(=O)Nc3cccc4ccccc34)cccc2C(=O)N([C@@H](C)CO)C[C@@H]1C | i
O=C(NCCN1CCOCC1)c1cc2cc(Cl)cc(Cl)c2oc1=O | i
Cc1cc(C)c2nc(-c3ccc(F)cc3)cc(C(=O)NCc3ccco3)c2c1 | i
Cc1nn(C)c(-c2n[nH]c(=S)n2-c2ccc(CC(=O)O)cc2)c1Br | i
COc1ccc(S(=O)(=O)Nc2cccc3c2O[C@@H](CN(C)CC2CC2)[C@@H](C)CN([C@@H](C)CO)C3=O)cc1 | i
C[C@H]1CN([C@@H](C)CO)C(=O)Cc2cc(NC(=O)Cc3ccccc3)ccc2O[C@H]1CN(C)Cc1ccc(C(=O)O)cc1 | i
O=S(=O)(N[C@@H]1CCCN(Cc2cccc(OCCO)c2)C1)c1ccc2ccccc2c1 | i
C=C(C)C(O)Cc1cc(CCc2cc(O)cc(O)c2)cc(O)c1OC (configuration not stated) | i
CO[C@H]1O[C@H](CO)[C@@H](OC(=O)Nc2ccc3c(c2)OCO3)[C@H](OC(=O)Nc2ccc3c(c2)OCO3)[C@@H]1OC(=O)Nc1ccc2c(c1)OCO2 | i
Cc1cccc(NC(=O)C(=O)NCCCO)c1 | i
COc1ccc(S(=O)(=O)N(C)C[C@H]2Oc3c(NS(=O)(=O)c4c(C)noc4C)cccc3C(=O)N([C@@H](C)CO)C[C@H]2C)cc1 | i
C[C@H]1CN([C@@H](C)CO)C(=O)c2cccc(NC(=O)c3ccncc3)c2O[C@H]1CN(C)CC1CC1 | i
C[C@@H]1CCCCO[C@H](CN(C)C)[C@H](C)CN([C@@H](C)CO)C(=O)c2cc(NS(=O)(=O)c3ccc(Cl)cc3)ccc2O1 | i

The list goes on.
SMILES | NFkB SMM
O=C(C1=C[C@@H](C2CC2)C[C@@H](OCc2ccc(CO)cc2)O1)N1CCN(Cc2ccccc2)CC1 | i
C[C@@H]1CN([C@@H](C)CO)C(=O)c2cc(NS(=O)(=O)c3ccccc3)ccc2O[C@@H](C)CCCCO[C@H]1CN(C)C(=O)c1ccccc1 | i
Cc1noc(C)c1S(=O)(=O)Nc1ccc2c(c1)C(=O)N([C@H](C)CO)C[C@H](C)[C@@H](CN(C)C)OCCCC[C@H](C)O2 | i
COC(=O)CCCCCCC(=O)Nc1ccc(C2OC(CSc3nc4ccccc4s3)CC(c3ccccc3)O2)cc1 (configuration not stated) | i
COc1ccc(C(=O)CSc2nnc(-c3ccc(C)cc3)n2-c2ccc(C)cc2)cc1 | i
C[C@H](CO)N1C[C@H](C)[C@H](CN(C)CC2CC2)Oc2ccc(NC(=O)Cc3cn(C)c4ccccc34)cc2C1=O | i
COc1ccc(-c2cnc3c(c2)C(=O)N([C@H](C)CO)C[C@H](C)[C@H](CN(C)C)O3)cc1 | i
C[C@H](CO)N1C[C@H](C)[C@@H](CN(C)Cc2ccc3c(c2)OCCN3C)OCc2cn(nn2)CCCC1=O | i
C[C@H](CO)N1C[C@H](C)[C@H](CN(C)S(=O)(=O)c2cccs2)Oc2ccc(NC(=O)c3ccncc3)cc2CC1=O | i
CC1=CCC(C(=O)O)C(C(=O)Nc2cccnc2)C1 (configuration not stated) | i
COc1ccc(CN(C)C[C@H]2Oc3ccc(NS(=O)(=O)c4ccc(Cl)cc4)cc3C(=O)N([C@@H](C)CO)C[C@@H]2C)cc1 | i
C[C@H]1CCCCO[C@@H](CN(C)S(=O)(=O)c2ccccc2)[C@@H](C)CN([C@@H](C)CO)C(=O)c2cc(NC(=O)CCC(F)(F)F)ccc2O1 | i
C[C@H]1CN([C@@H](C)CO)C(=O)c2cc(N(C)C)ccc2O[C@H]1CN(C)Cc1ccccc1 | i
COc1ccc(NC(=O)CN(C2CCCCC2)S(=O)(=O)c2ccc(C)cc2)cc1Cl | i
C[C@@H]1CN([C@H](C)CO)C(=O)Cc2cc(NC(=O)C3CC3)ccc2O[C@@H]1CN(C)C(=O)Nc1ccc(C(F)(F)F)cc1 | i
COc1ccc(CN(C)C[C@@H]2Oc3ccc(NC(=O)Nc4ccc(OC)cc4)cc3C(=O)N([C@@H](C)CO)C[C@H]2C)cc1 | i
O=C(CN1C(=O)c2ccccc2S1(=O)=O)Nc1c(F)cccc1F | i
C[C@H](CO)N1C[C@H](C)[C@@H](CN(C)Cc2ccncc2)OCCCC[C@H](C)Oc2ccc(NS(=O)(=O)c3ccccc3)cc2C1=O | i
CC(C)NC(=O)N(C)C[C@H]1OCCCC[C@@H](C)Oc2ccc(NS(C)(=O)=O)cc2C(=O)N([C@H](C)CO)C[C@H]1C | i
Cc1noc(C)c1S(=O)(=O)Nc1ccc2c(c1)CC(=O)N([C@@H](C)CO)C[C@@H](C)[C@H](CN(C)C(=O)Nc1ccccc1)O2 | i
C[C@@H]1CN([C@@H](C)CO)C(=O)c2cc(NS(C)(=O)=O)ccc2O[C@H]1CN(C)C(=O)NC1CCCCC1 | i
C[C@@H]1CN([C@H](C)CO)C(=O)c2cc(NC(=O)NC3CCCCC3)ccc2O[C@H]1CN(C)C(=O)Nc1ccccc1 | i
CCO[C@H]1OC(C(=O)O)=C[C@@H](c2cn(C(C)=O)c3ccccc23)[C@@H]1CCCO | i
CC(C)NC(=O)Nc1ccc2c(c1)C(=O)N([C@@H](C)CO)C[C@@H](C)[C@H](CN(C)C(=O)CCCN(C)C)OCCCC[C@H](C)O2 | i
C[C@@H]1CCCCO[C@H](CN(C)C(=O)c2ccccc2)[C@@H](C)CN([C@@H](C)CO)C(=O)c2cc(NC(=O)Nc3ccc4c(c3)OCO4)ccc2O1 | i

Next section; it opens with the six that closed the last part.
SMILES | NFkB SMM
Cc1noc(C)c1S(=O)(=O)Nc1ccc2c(c1)CC(=O)N([C@@H](C)CO)C[C@@H](C)[C@H](CN(C)C(=O)Nc1ccccc1)O2 | i
C[C@@H]1CN([C@@H](C)CO)C(=O)c2cc(NS(C)(=O)=O)ccc2O[C@H]1CN(C)C(=O)NC1CCCCC1 | i
C[C@@H]1CN([C@H](C)CO)C(=O)c2cc(NC(=O)NC3CCCCC3)ccc2O[C@H]1CN(C)C(=O)Nc1ccccc1 | i
CCO[C@H]1OC(C(=O)O)=C[C@@H](c2cn(C(C)=O)c3ccccc23)[C@@H]1CCCO | i
CC(C)NC(=O)Nc1ccc2c(c1)C(=O)N([C@@H](C)CO)C[C@@H](C)[C@H](CN(C)C(=O)CCCN(C)C)OCCCC[C@H](C)O2 | i
C[C@@H]1CCCCO[C@H](CN(C)C(=O)c2ccccc2)[C@@H](C)CN([C@@H](C)CO)C(=O)c2cc(NC(=O)Nc3ccc4c(c3)OCO4)ccc2O1 | i
Cc1ccc(S(=O)(=O)NCc2cccnc2)cc1 | i
C[C@H](CO)N1C[C@H](C)[C@@H](CN(C)Cc2ccc(Cl)c(Cl)c2)Oc2ccc(NC(=O)C3CC3)cc2C1=O | i
CC(=O)C1=C(c2ccccc2)NC(=S)NC1c1cc(Cl)ccc1OCC(=O)O (configuration not stated) | i
COc1cc(OC)cc(C(=O)Nc2ccc(S(=O)(=O)Nc3ncccn3)cc2)c1 | i
c1ccc(-c2cn3c4ccccc4n(CCN4CCOCC4)c3n2)cc1 | i
C[C@@H]1CCCCO[C@H](CN(C)C(=O)C2CCCCC2)[C@H](C)CN([C@@H](C)CO)C(=O)c2cc(N(C)C)ccc2O1 | i
C[C@@H]1CN([C@@H](C)CO)C(=O)c2cc(N(C)C)ccc2O[C@@H](C)CCCCO[C@H]1CN(C)C(=O)CCC(F)(F)F | i
C[C@@H]1CCCCO[C@@H](CN(C)C(=O)C2CCCCC2)[C@H](C)CN([C@@H](C)CO)C(=O)c2cc(NC(=O)c3ccncc3)ccc2O1 | i
C[C@@H]1CN([C@H](C)CO)C(=O)c2cccc(NS(=O)(=O)c3ccc(Cl)cc3)c2O[C@H]1CN(C)S(=O)(=O)c1cn(C)cn1 | i
C[C@@H]1CN([C@@H](C)CO)C(=O)c2cccc(NC(=O)Nc3ccc(C(F)(F)F)cc3)c2O[C@@H]1CN(C)C(=O)Nc1ccc(F)cc1 | i
CC(C)NC(=O)N(C)C[C@H]1OCc2cnnn2CCCC(=O)N([C@@H](C)CO)C[C@@H]1C | i

Pulled one by one from the list above (three):
SMILES | NFkB SMM
C[C@@H]1CN([C@@H](C)CO)C(=O)Cc2cc(N(C)C)ccc2O[C@H]1CN(C)Cc1ccc(C(F)(F)F)cc1 | i
COc1cc(OC)cc(C(=O)Nc2ccc(S(=O)(=O)Nc3ncccn3)cc2)c1 | i
C[C@@H]1CN([C@H](C)CO)C(=O)c2cccc(NS(=O)(=O)c3cccs3)c2O[C@@H]1CN(C)C(=O)Nc1ccc(C(F)(F)F)cc1 | i

High-throughput results deposited in PubChem by Broad Institute.
